PglD inh = inhibitors of Campylobacter jejuni PglD acetyltransferase. inhibition, % at 12.5 µM. purified PglD enzyme, DTNB colorimetric CoA detection. actives 0.098% (n = 360,000); in the data active = inhibition above about 16%, passing the limit was not always enough; note: strong numbers were not always called active
PGC1a acetyl inh = modulators of PGC1a acetylation | U2OS PGC1a acetylation, AlphaScreen anti-acetyl-lysine; with virally co-expressed GCN5 acetyltransferase | actives 0.17% (n = 350,000) | inhibition, % at 15.6 µM;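 active = every replicate shows inhibition of at least 40%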;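 note: 0% = neutral control wells and 100% = positive control wells; some results beyond the cut were filed as inactive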
Starred values were filed as active, the others as inactive. Not all compounds are listed; count on the stated rates, not on these rows.

SMILES	PglD inh	PGC1a acetyl inh
CN1CCN(C2=C(Cl)C(=O)N(c3ccc(Cl)cc3)C2=O)CC1	-1	3
O=C(COc1ccccc1)Nc1ccccc1N1CCN(c2ccccc2)CC1	1	-1
CCOC(=O)c1c(NC(=O)C(C)OC(=O)C2=COCCO2)sc2c1CCCC2 (configuration not stated)	-1	-12
Cc1ccc(Cn2nc(C)c(NC(=O)c3noc4c3CCCCC4)c2C)cc1	-8	-5
CC(C)(C)c1ccc(C(=O)Nc2cnccn2)cc1	2	-1
CC(=O)Nc1ccc(N2C(=O)C3C4CC(=O)C(c5ccccc54)C3C2=O)cc1 (configuration not stated)	-4	5
NC(=O)C(c1ccccc1)C1CCCC1 (configuration not stated)	-9	27
O=C(CN(Cc1ccco1)S(=O)(=O)c1cccs1)Nc1ccccc1C(F)(F)F	0	0
C=CCn1c(SCCC(=O)O)nnc1-c1cccs1	-4	-3
CCC1(C)Cc2c(sc3nc(NN)n(C)c(=O)c23)CO1 (configuration not stated)	-1	-10
COc1ccc(OC)c(NC(=O)C(=O)N/N=C/c2ccccc2[N+](=O)[O-])c1	3	-12
CC(C)CCn1nnnc1C(c1ccccc1)N1CCC(C(N)=O)CC1 (configuration not stated)	-9	-14
O=C(OC(C(=O)NC1CCCC1)c1ccc(F)cc1)c1ccno1 (configuration not stated)	0	-4
O=C(C1CC1)N1CCN=C1SCc1cccc(C(F)(F)F)c1	-5	1
COn1c(-c2ccccc2)nc2c1CCc1c-2no[n+]1[O-]	1	6
COCCNC(=O)Cn1cc(C(=O)c2cccs2)c2ccccc21	0	0
CCOC(=O)CN1N=C(/C=C/c2ccccc2)CCC1=O	-1	27
N#CCCCSc1nnc(Cc2ccc3c(c2)OCO3)o1	1	4
Cc1ccc(OCC(=O)Nc2oc(-c3ccccc3)c(-c3ccccc3)c2C#N)cc1	-5	12
O=S(=O)(Nc1ccc2c(c1)OCCO2)c1ccc(F)cc1	0	-11
CC(C)(C)n1ncc2c(=O)n(CC(=O)Nc3ccc4c(c3)OCCO4)cnc21	-3	-6
CN(C)S(=O)(=O)c1cccc(C(=O)NCC2CCCO2)c1 (configuration not stated)	1	-5
CCCn1nnc(NC(=O)COc2ccc(Cl)cc2)n1	-2	-1
CCC1(C)Cc2c(sc(NC(=O)CCC(=O)O)c2C#N)CO1 (configuration not stated)	1	-11
Cc1cc(C(=O)Nc2sc3c(c2C#N)CCC(C(C)(C)C)C3)no1 (configuration not stated)	-5	14
O=C(COn1nnc2ccc(Cl)cc21)NCc1ccccc1	11	-2
O=c1[nH]c(Cc2cccs2)nc2ccccc12	-3	11
CCCCNC1=C(Br)C(=O)CC(C)(C)C1	6	-10
Cc1ccccc1N1CCN(C(=O)c2ccccc2NC(=O)/C=C\C(=O)O)CC1	4	5
O=C(COc1ccccc1)N1CCN(c2ncnc3c2cnn3-c2ccccc2)CC1	-7	-3
CCCn1nnnc1SCC(=O)NCc1cccs1	-3	-3
Cc1cccc(NC(=O)C2CCCN2C(=O)Oc2ccccc2)c1C (configuration not stated)	1	-1
CCc1cc2c(N[C@@H](C)C(=O)O)ncnc2s1	-2	1
COc1ccc(COC(=O)Nc2cc3c(C(F)(F)F)nn(C)c3s2)cc1	-4	-4
CCCCc1[nH]nc2c1C1(C(=O)N(CC)c3ccccc31)C(C#N)=C(N)O2 (configuration not stated)	-2	3
COc1c(N2CCN(C(=S)NCc3ccccc3)C(C)C2)c(F)cc2c(=O)c(C(=O)O)cn(C3CC3)c12 (configuration not stated)	8	5
CCc1ccc(OCC(=O)NCCN(C)C)c(Br)c1	5	-5
O=C1c2ccccc2NC(c2ccc(Cl)cc2Cl)N1O (configuration not stated)	-4	11
O=C1CSC(=S)N1/N=C/c1cc(Br)c(O)c(Br)c1	-10	4
CCN(CC)c1cc2nc(C)n(Cc3ccccc3)c(=O)c2cc1NC(=O)C1CC1	-4	5
O=C(c1c(O)c2ccccc2oc1=O)C1CCC1	5	9
O=C1CC(SC(=NCc2ccc3c(c2)OCO3)Nc2ccccc2)C(=O)N1 (configuration not stated)	8	2
COC(=O)c1[nH]c2cccc(C)c2c1NC(=O)CN1CCCc2ccccc21	1	0
COc1ccc(CCNC(=O)c2ccn[nH]2)cc1OC	-1	5
CCCNC(=O)c1cc(S(=O)(=O)N2CCCCC2)c[nH]1	-3	3
COc1cc(C)nc(Oc2ccc(=O)n(C)n2)n1	-2	0
Cc1onc(-c2ccccc2Cl)c1C(N)=O	-4	2
COc1ccc(C(=O)OCCN2C(=O)c3ccccc3C2=O)cc1	-6	2
CCC(CC)C(=O)Nc1cccc(C(=O)Nc2ccc(OC)cc2[N+](=O)[O-])c1	-5	1
COc1cc2c(cc1OC)CN(C(=S)Nc1ccccc1)CC2	-2	16
CCn1cc(C(=O)NCC2CCCO2)c(=O)c2cc(F)c(N3CCN(C)CC3)cc21 (configuration not stated)	-3	-3
COc1ccc(Nc2nc3ccccc3n3cnnc23)cc1	0	-2
CCOC(=O)c1c(CN2CCCCC2)n(C)c2cc(Br)c(O)c(CN(C)C)c12	1	-13
Cc1cc(Cl)c(S(=O)(=O)Nc2ccc3c(c2)OCCO3)cc1OCC(N)=O	1	8
O=C(COc1ccc(Cl)cc1)N1CCCCC1	-1	2
COc1ccccc1C(=O)n1nc(-c2ccco2)nc1N	-6	-6
CCC1(C)Nc2ccccc2C(=O)N1O (configuration not stated)	2	-7
CCOc1cc(N2C(=O)CC3CS(=O)(=O)CC32)c(OCC)cc1NC(=O)c1ccccc1 (configuration not stated)	-3	2
CC(=O)c1cnn(-c2cc(Oc3ccc(F)cc3)ncn2)c1C	6	6
CCOC(=O)CN1N=C(/C=C/c2ccc(OC)cc2)CCC1=O	4	12
The results go on.
SMILES	PglD inh	PGC1a acetyl inh
CC(Sc1nnc(Cc2cccs2)n1C1CCCCC1)C(N)=O (configuration not stated)	-1	4
Nc1nc(-c2ccc3c(c2)NC(=O)CO3)cs1	1	-6
COc1ccccc1N(C(=O)c1snc(C(N)=O)c1N)C(C(=O)NCCC(C)C)c1ccco1 (configuration not stated)	5	-14
Clc1cccc2sc(-c3nnc(-c4ccccc4)o3)c(Cl)c12	-3	-10
COc1ccc(C(=O)NCCSCc2ccc(C)cc2)cc1	-6	-12
Brc1ccc(OCc2nc(-c3ccccn3)n[nH]2)cc1	2	-27
Cn1c(SCc2nc3ccccc3s2)nnc1-c1cccs1	0	-17
Cc1ccc2nc(SCCC#N)nc(C)c2c1	2	-14
CCN(CC(O)COc1ccc(OCC(O)CN(CC)C2CCCCC2)cc1)C1CCCCC1 (configuration not stated)	-2	-6
Cn1c(SCc2cnc(-c3ccccc3)s2)nnc1C1COc2ccccc2O1 (configuration not stated)	-1	4
O=C(NCCCN1CCN(Cc2ccccc2)CC1)C1CCN(c2nnc(-n3cccc3)s2)CC1	3	37
Cc1ccc(N(CC(=O)Nc2cc(Cl)ccc2Oc2ccccc2)S(C)(=O)=O)cc1C	9	-11
N#Cc1ccc(NC(=O)Nc2ccc(Cl)cc2)cc1	1	-5
O=C(OCC(=O)N(C1CCCCC1)C1CCCCC1)c1ccncc1	-2	-7
S=c1[nH]nc(-c2ccco2)n1-c1cccc2ccccc12	2	6
O=C1NN(c2ccccc2)C(=O)/C1=C\c1cccc(OC(=O)c2cccs2)c1	7	2
O=C(O)c1ccc2c(c1)C(=O)N(CCC1=CCCCC1)C2=O	2	-3
CCOC(=O)c1ccc(NC(=O)COc2ccc(S(=O)(=O)NC(C)(C)C)cc2)cc1	-6	-1
C=C(C)c1cccc(C(C)(C)NC(=O)N2CCCCC2CC)c1 (configuration not stated)	0	-12
Cn1nnc2c(sc3nc(N4CCOCC4)c4c(c32)CCCC4)c1=O	1	-12
CCOC(=O)c1[nH]c2ccc(OCC)cc2c1NC(=O)CN1CCCC(C)C1 (configuration not stated)	-4	-21
CCCC(=O)NC(=S)Nc1ccccc1F	-1	3
CCn1c(COc2ccc(Cl)cc2)nnc1SCc1nc2ccccc2[nH]1	-6	27
CC(C)OC(=O)c1c(NC(=O)c2cnn3c2NC(c2ccccc2)CC3C(F)(F)F)sc2c1CCCC2 (configuration not stated)	-3	3
COc1ccccc1N1CCN(C(=O)Cn2nnc(-c3ccncc3)n2)CC1	0	0
COc1cccc(F)c1C(=O)NC(=O)Nc1ccc2nc(C)oc2c1	1	7
Cc1nc2nc(SCC(=O)C(C)(C)C)[nH]c2cc1Br	0	5
COc1ccc(CCNC(=O)C2CC(=O)N(C3CCCCCCC3)C2)cc1OC (configuration not stated)	4	-19
COc1cc(CNc2ccc(O)cc2)cc(Br)c1OCc1ccccc1F	-3	8
CCOc1ccc(-c2nc(N)ncc2Oc2ccccc2Br)c(O)c1	5	9
CCn1cc(-c2cc(C(F)(F)F)n3nc(C(=O)O)cc3n2)c(C)n1	-4	-5
Cc1onc(-c2ccccc2Cl)c1C(=O)N1CCc2ccccc2C1	7	-9
COC(=O)c1ccc2c(c1)S(=O)(=O)NC(=NCc1ccco1)S2	6	-9
N#Cc1c(OCC(=O)c2ccccc2)nc2c(c1-c1ccco1)CCc1ccccc1-2	1	-11
CC(C)NC(=O)CN1C(=O)NC(CCc2ccccc2)C1=O (configuration not stated)	-6	3
O=C(Nc1ccc(-c2noc(COc3ccccc3Cl)n2)cc1)c1ccco1	6	-17
CCn1c2ccccc2c2cc(NC(=O)N3CCOCC3)ccc21	1	13
CS/C(=C\[N+](=O)[O-])Nc1ccccc1	-7	-2
c1ccc([C@H]2CC3C[C@@H](c4ccccc4)N2O3)cc1	-1	-6
Cc1c(C(=O)NC(=S)Nc2ccc3c4c(cccc24)CC3)cccc1[N+](=O)[O-]	2	-8
COc1ccc(-c2csc3ncnc(N4CCN(c5ccccc5[N+](=O)[O-])CC4)c23)cc1	-2	-2
COc1ccc(OC)c(N(CC(=O)N2CCCCC2)S(=O)(=O)c2ccc(OC)c(OC)c2)c1	-9	-8
Cc1ccc(CNC(=O)CNS(=O)(=O)c2cccc3nsnc23)cc1	2	-1
CCn1c(N2CCN(C(=O)C34CC5CC(CC(C5)C3)C4)CC2)nc2ccccc21	-2	-8

Filtered by structure, the compounds so far with an aryl methoxy group (19)
SMILES	PglD inh	PGC1a acetyl inh
COc1ccc(OC)c(NC(=O)C(=O)N/N=C/c2ccccc2[N+](=O)[O-])c1	3	-12
COc1ccc(COC(=O)Nc2cc3c(C(F)(F)F)nn(C)c3s2)cc1	-4	-4
COc1c(N2CCN(C(=S)NCc3ccccc3)C(C)C2)c(F)cc2c(=O)c(C(=O)O)cn(C3CC3)c12 (configuration not stated)	8	5
COc1ccc(CCNC(=O)c2ccn[nH]2)cc1OC	-1	5
COc1cc(C)nc(Oc2ccc(=O)n(C)n2)n1	-2	0
COc1ccc(C(=O)OCCN2C(=O)c3ccccc3C2=O)cc1	-6	2
CCC(CC)C(=O)Nc1cccc(C(=O)Nc2ccc(OC)cc2[N+](=O)[O-])c1	-5	1
COc1cc2c(cc1OC)CN(C(=S)Nc1ccccc1)CC2	-2	16
COc1ccc(Nc2nc3ccccc3n3cnnc23)cc1	0	-2
COc1ccccc1C(=O)n1nc(-c2ccco2)nc1N	-6	-6
CCOC(=O)CN1N=C(/C=C/c2ccc(OC)cc2)CCC1=O	4	12
COc1ccccc1N(C(=O)c1snc(C(N)=O)c1N)C(C(=O)NCCC(C)C)c1ccco1 (configuration not stated)	5	-14
COc1ccc(C(=O)NCCSCc2ccc(C)cc2)cc1	-6	-12
COc1ccccc1N1CCN(C(=O)Cn2nnc(-c3ccncc3)n2)CC1	0	0
COc1cccc(F)c1C(=O)NC(=O)Nc1ccc2nc(C)oc2c1	1	7
COc1ccc(CCNC(=O)C2CC(=O)N(C3CCCCCCC3)C2)cc1OC (configuration not stated)	4	-19
COc1cc(CNc2ccc(O)cc2)cc(Br)c1OCc1ccccc1F	-3	8
COc1ccc(-c2csc3ncnc(N4CCN(c5ccccc5[N+](=O)[O-])CC4)c23)cc1	-2	-2
COc1ccc(OC)c(N(CC(=O)N2CCCCC2)S(=O)(=O)c2ccc(OC)c(OC)c2)c1	-9	-8

Three entries from above, in markdown:
| canonical_smiles | PglD inh | PGC1a acetyl inh |
| --- | --- | --- |
| c1ccc([C@H]2CC3C[C@@H](c4ccccc4)N2O3)cc1 | -1 | -6 |
| Cc1c(C(=O)NC(=S)Nc2ccc3c4c(cccc24)CC3)cccc1[N+](=O)[O-] | 2 | -8 |
| COc1ccc(-c2csc3ncnc(N4CCN(c5ccccc5[N+](=O)[O-])CC4)c23)cc1 | -2 | -2 |

High-throughput results as filed in PubChem.
